Ba/F3 V617F tox = lowers viability of Ba/F3 cells expressing EpoR and JAK2V617F; ATP luminescence; inhibition, % at 5.6 µM; hit rate 1.1% among 220,000; AID 1446;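 active = inhibition above the campaign mean plus 3 SD over all tested compounds, cut at about 24% in these data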;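 also: cytokine-independent growth of Ba/F3 cells driven by EpoR plus mutant JAK2; 0% = DMSO-treated cells and 100% = JAK inhibitor I control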
CHOP inhibitor = CHOP inhibition in unfolded protein response; CHO-K1 CHOP-promoter luciferase, tunicamycin-induced, 15-18 h; inhibition, % at 10 µM; hit rate 3.8% among 220,000;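 active = compounds that reduced the stress-induced luciferase reporter signal by more than about 70% of percent inhibition, limit read from the data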;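 also: 0% = tunicamycin plus vehicle and 100% = wells without tunicamycin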
BaF3 tox = reduces parental Ba/F3 cell viability, JAK2V617F counter-screen | AID 1486 | inhibition, % at 5.6 µM | CellTiter-Glo ATP luminescence | hit rate 1.1% among 220,000;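 active = inhibition above a per-campaign cutoff, the mean inhibition of all tested compounds plus 3 SD, cut at about 27% in these data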;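 also: 0% = DMSO wells and 100% = JAK Inhibitor I control wells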
NPY Y1 blocker = NPY-Y1 (human) receptor antagonism. inhibition, % at 3.6 µM. P25929. HEK293-CNG Y1 cells, membrane potential fluorescence; NPY at EC95, then isoproterenol. AID 1040. hit rate 1% among 200,000;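 active = inhibition above the campaign mean inhibition of all tested compounds plus 3 SD, cut at about 20% in these data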;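 also: 0% = DMSO wells given NPY plus isoproterenol and 100% = isoproterenol alone without NPY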
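Assay system: HEK293 Y1/CNG channel cell line; Doses: single compound dose of 3.6 µM, 0.4% DMSO; Timing: dye 3 h, compound 60 min room temperature, stimulation 45 min; Technique: Membrane-potential fluorescent dye readout; Measure: % inhibition of NPY effect.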
S1P4 antagonist = blocks the human S1P4 receptor; O95977; S1P4-expressing cells, antagonist mode, reporter read-out; inhibition, % at 4.98 µM; hit rate 0.26% among 220,000; AID 1510; in the data active = inhibition above about 29%;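 also: 0% = wells stimulated with agonist and 100% = vehicle wells without agonist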
Target sequence (O95977 whole entry, looked up): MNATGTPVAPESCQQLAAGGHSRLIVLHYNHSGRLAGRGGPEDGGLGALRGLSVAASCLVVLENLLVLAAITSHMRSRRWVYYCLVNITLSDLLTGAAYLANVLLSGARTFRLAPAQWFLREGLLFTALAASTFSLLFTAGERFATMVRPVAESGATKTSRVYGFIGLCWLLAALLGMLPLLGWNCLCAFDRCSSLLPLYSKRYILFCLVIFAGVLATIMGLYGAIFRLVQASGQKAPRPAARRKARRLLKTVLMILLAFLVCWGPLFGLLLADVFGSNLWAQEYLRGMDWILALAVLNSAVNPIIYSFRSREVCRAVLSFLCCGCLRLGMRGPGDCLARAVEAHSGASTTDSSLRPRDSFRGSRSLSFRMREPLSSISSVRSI
NPY-Y2 PAM-ag = human NPY-Y2 potentiation or agonism, primary screen. AID 1359. P49146. hit rate 0.45% among 220,000. activation, % at 3.6 µM. cells expressing NPY-Y2, potentiator/agonist read-out; in the data active = activation above about 27%;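 also: cells stimulated with NPY near EC25 plus isoproterenol at EC100; 0% = vehicle plus submaximal agonist and 100% = vehicle plus saturating agonist; some results beyond the cut were filed as inactive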
p47phox inh = blocks human p47phox regulatory protein of NADPH oxidases | p47phox/p22phox peptide binding, fluorescence polarization, 2 h | inhibition, % at 24.7 µM | hit rate 0.53% among 220,000 | AID 1274;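 active = inhibition above about 30%, limit read from the data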;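 also: 0% = p47phox with labelled peptide and 100% = labelled peptide alone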
Target sequence (P14598 whole entry, looked up): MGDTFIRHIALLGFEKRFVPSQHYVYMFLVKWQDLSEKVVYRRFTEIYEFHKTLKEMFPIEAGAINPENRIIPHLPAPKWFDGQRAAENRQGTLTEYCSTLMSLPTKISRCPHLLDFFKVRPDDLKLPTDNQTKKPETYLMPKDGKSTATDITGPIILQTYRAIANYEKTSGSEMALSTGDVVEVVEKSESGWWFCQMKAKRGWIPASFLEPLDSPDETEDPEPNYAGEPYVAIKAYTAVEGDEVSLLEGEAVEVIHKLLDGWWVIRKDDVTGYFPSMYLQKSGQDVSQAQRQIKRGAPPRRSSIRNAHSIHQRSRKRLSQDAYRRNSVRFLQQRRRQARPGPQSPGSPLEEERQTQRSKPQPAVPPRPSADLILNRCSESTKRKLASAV
S1P4 ag = human S1P4 receptor agonism. O95977. S1P4-expressing cell line, agonist reporter assay. activation, % at 4.98 µM. hit rate 0.35% among 220,000; in the data active = activation above about 11%;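 also: 0% = DMSO vehicle and 100% = reference agonist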
NPY1 pot ag = human NPY-Y1 potentiation or agonism, primary screen. P25929. NPY-Y1 expressing cells, potentiator/agonist activation. AID 1304. hit rate 0.37% among 220,000. activation, % at 3.6 µM; in the data active = activation above about 33%, passing the limit was not always enough;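 also: cells stimulated with NPY at EC10 then isoproterenol at EC100; 0% = low agonist plus stimulus and 100% = saturating agonist plus stimulus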
* marks the source's active call; other numbers are inactive results; nt = no result given.

Preview:
SMILES	Ba/F3 V617F tox	CHOP inhibitor	BaF3 tox	NPY Y1 blocker	S1P4 antagonist	NPY-Y2 PAM-ag	p47phox inh	S1P4 ag	NPY1 pot ag
CNc1ccccc1-c1nc2ccccc2n(C)c1=O	3.4	28.9	1.8	-6.2	-8.4	4.4	2.7	2.3	14.7
Nc1c(S(=O)(=O)c2cccs2)c2nc3ccccc3nc2n1CC1CCCO1 (stereo not given)	-0.8	-1.1	3.8	-3.7	-0.2	9.4	-5.6	-2.2	-9.9

The list itself (from the top)
SMILES	Ba/F3 V617F tox	CHOP inhibitor	BaF3 tox	NPY Y1 blocker	S1P4 antagonist	NPY-Y2 PAM-ag	p47phox inh	S1P4 ag	NPY1 pot ag
CNc1ccccc1-c1nc2ccccc2n(C)c1=O	3.4	28.9	1.8	-6.2	-8.4	4.4	2.7	2.3	14.7
Nc1c(S(=O)(=O)c2cccs2)c2nc3ccccc3nc2n1CC1CCCO1 (stereo not given)	-0.8	-1.1	3.8	-3.7	-0.2	9.4	-5.6	-2.2	-9.9
CCOc1ncccc1C(=O)OCC(=O)NCc1ccc2c(c1)OCO2	-6.3	-15.4	-0.5	2.8	-5.0	-10.8	-2.5	-1.4	-8.6
Cc1ccc(S(=O)(=O)N2CCCCC2)cc1NC(=O)COC(=O)C1CC2C=CC1C2 (stereo not given)	4.9	-6.6	0.9	1.3	-10.2	-3.9	1.4	-2.3	-13.4
Cc1ccc(C(=O)N/C(=C\c2ccco2)C(=O)N2CCSCC2)cc1C	-5.3	11.0	0.0	-1.9	-10.6	14.0	0.5	-1.1	-15.3
COc1cc(CNn2nnnc2N)cc(Br)c1OCc1c(Cl)cccc1Cl	-2.8	37.6	3.0	-3.1	2.5	23.7	-10.6	2.4	20.9
Cc1ccc(S(=O)(=O)CC(=O)N2CCOCC2)cc1	1.1	13.3	3.0	2.6	-17.5	-8.5	-1.6	1.5	-10.8
CCn1c(/C=N/Nc2ccc(C(=O)O)cc2)nc2ccccc21	4.7	14.5	6.5	-4.2	-1.3	4.2	-8.2	0.1	2.5
O=C(NC1CCCCC1)N1CCSC1=Nc1ccccc1	-1.6	89.0*	0.1	-8.8	3.3	11.7	-10.9	1.3	26.8
O=C(Nc1ccon1)c1cccc(S(=O)(=O)N2CCCC2)c1	0.1	37.3	6.0	-4.9	-26.2	3.1	-17.1	1.5	7.8
Cc1ccc(N2CCN(CC(O)COc3ccc([N+](=O)[O-])cc3)CC2)cc1 (stereo not given)	-2.4	11.2	-4.1	8.6	-1.9	-15.8	nt	2.0	-10.6
CCOc1cc(CNCCN2CCOCC2)ccc1OCc1ccccc1Cl	-2.6	-7.6	3.3	7.8	2.2	2.0	-6.0	-0.4	4.4
Cc1ccccc1CSCC(=O)NC(=O)NCc1ccco1	4.3	36.7	4.7	0.6	-24.6	1.2	-8.7	0.7	-7.4
O=C(Nc1ccccc1)c1ccc2nc(-c3ccco3)c(-c3ccco3)nc2c1	1.9	-29.1	7.6	-0.9	-5.3	0.4	0.3	0.8	9.7
O=c1c2c([nH]n1-c1ccccc1)CCCC2	3.0	19.9	4.5	-0.8	-8.0	8.8	-17.9	-0.5	15.7
O=C(Nc1ccc2c(c1)OCCO2)c1cccnc1Oc1ccc(Cl)cc1	-4.8	8.4	4.4	nt	-1.8	-40.4	-11.7	-0.4	-36.6
CCOC(=O)C1C(=O)Nc2nc(C)nn2C1c1ccccc1 (stereo not given)	3.7	27.1	0.9	-0.6	-5.8	10.0	-8.7	-0.3	1.5
CCc1nc(NCC2CCCN2CC)c2nnn(Cc3ccccc3F)c2n1 (stereo not given)	0.6	-22.4	3.5	0.2	2.8	-6.3	-10.3	1.6	-17.2
Nc1ccc(C(=O)c2ccccc2C(=O)O)cc1Cl	1.8	-7.0	7.7	5.3	-1.5	-3.4	-13.7	2.3	-5.9
NC(CO)c1cn([C@@H](CCC(=O)O)C(=O)N2CCNCC2)nn1 (stereo not given in full)	-1.4	14.9	-1.7	-3.5	-4.1	-0.9	12.7	1.1	-1.6
COc1cc(C(c2sc3nc(C)nn3c2O)N2CCC3(CC2)OCCO3)cc(OC)c1OC (stereo not given)	-1.4	13.1	-2.6	-1.3	2.6	4.7	2.3	-0.7	1.6
c1ccc(CCn2nnnc2CN2CCN(C3CCCC3)CC2)cc1	1.5	-1.3	3.5	8.0	-9.1	3.1	5.8	0.7	-24.1
CCSC(C)CC1CC(=O)CC(=O)C1 (stereo not given)	-4.0	10.6	-2.0	-6.8	-6.7	-3.2	-19.0	-1.3	4.3
Cc1cc(C)nc(/N=C(\N)Nc2ccc(F)c([N+](=O)[O-])c2)n1	1.2	15.1	8.3	-2.0	1.4	-0.5	-9.0	-0.9	-7.4
CCn1cc(C(=O)O)c(=O)c2cc(F)c(N3CCN(C(=S)NC(=O)c4ccc(Br)cc4)CC3)cc21	1.5	73.2*	5.8	-1.4	-7.7	16.5	2.0	1.1	6.7

Further compounds
SMILES	Ba/F3 V617F tox	CHOP inhibitor	BaF3 tox	NPY Y1 blocker	S1P4 antagonist	NPY-Y2 PAM-ag	p47phox inh	S1P4 ag	NPY1 pot ag
Cc1ccc(S(=O)(=O)N/N=c2\sc3ccccc3n2C)cc1	-0.6	-9.6	4.5	3.3	6.3	1.9	-13.7	0.0	-3.9
Cc1ccc(C(=O)NCC2CCCO2)cc1N1CCCC1=O (stereo not given)	1.7	34.8	0.7	2.6	-11.6	-3.4	-11.7	0.4	-16.4
O=C(CCCN1C(=O)/C(=C\c2ccccc2)SC1=S)Nc1ccccc1O	-2.4	27.0	-1.6	nt	-8.9	-23.6	-7.4	0.6	-17.6
Cc1cccc(OS(=O)(=O)NC(=O)OCC2CCCN3CCCCC23)c1 (stereo not given)	1.1	4.9	4.7	8.5	13.1	-3.9	10.3	-0.4	-5.9
Cc1ccc2c(c1)-c1cc(C)nn1C(c1sccc1C)N2 (stereo not given)	-2.2	24.1	-0.4	11.8	-3.1	4.7	-7.6	0.7	1.4
NC(=O)CSc1nnc2ccc(-c3ccc(Cl)cc3)nn12	2.5	35.5	11.5	-5.2	-2.8	-6.7	3.0	-1.1	-7.3
COCCN(CC(=O)Nc1ccccc1C)S(=O)(=O)c1ccc(S(=O)(=O)N2CCCC2)cc1	-1.5	20.3	7.1	4.8	-18.2	15.6	7.5	2.6	-12.3
CC(C)CC1C2C(=O)N(c3ccccc3)C(=O)C2ON1c1ccccc1 (stereo not given)	-0.8	5.9	0.1	nt	-8.8	6.8	-18.5	0.2	-16.6
COc1ccccc1N1CCN(Cc2ccc(OC)c(OC)c2OC)CC1	9.9	10.1	2.6	-3.0	1.3	1.2	5.9	0.3	-0.9
CC(=O)N1CCN(c2ccc(NC(=O)C(C)Oc3ccc(Cl)cc3Cl)cc2)CC1 (stereo not given)	1.3	-19.3	12.6	2.2	4.0	3.8	-9.7	1.0	-1.0
Cc1nn(-c2ccccc2)c(Cl)c1/C=C1\SC(=S)N(CCCCCC(=O)O)C1=O	-4.1	8.8	-1.1	nt	6.0	2.7	-11.0	0.8	21.3
Nc1ccc(C(=O)Nc2nccs2)cc1	4.8	4.5	8.6	3.2	-16.9	-8.6	1.1	-0.1	-6.7
Cc1noc(C)c1C(=O)N(CC(=O)NC1CCCC1)Cc1ccccc1F	-0.7	0.9	1.4	2.0	-7.8	-16.7	-4.7	0.3	-24.3
N/C(=N\OC(=O)Cc1ccc(Cl)cc1)c1cccnc1	-4.3	19.1	2.4	-0.1	3.6	-10.3	-1.3	-0.7	-6.4
CCN(C(C)=O)c1ccc(Oc2nc(OC)cc(OC)n2)cc1	0.8	30.2	8.0	0.7	-3.8	-4.7	-13.3	1.1	11.8
O=C1CC(N2CCN(c3ccccc3O)CC2)C(=O)N1Cc1ccccc1 (stereo not given)	-0.1	18.3	7.6	3.2	-0.2	-1.0	-16.5	2.0	20.8
CC(C)(C)c1ccc(C(=O)Nn2c(CCC(=O)O)ccc2-c2cccs2)cc1	2.2	5.3	4.4	-1.5	1.6	-3.5	-14.2	1.1	-11.6
CSc1nsc2nc(=O)c(/C=C3\C(C)=Nc4ccccc43)c(N)n12	1.0	11.0	10.7	0.8	-12.4	-6.1	-89.7	2.0	10.2
Cc1cccc(OCC(=O)O/N=C(\N)c2ccccn2)c1	-1.1	-14.3	-1.0	0.5	-0.2	-2.7	-4.3	0.3	-10.1
COc1ccc(-n2c(C)cc(C(=O)CSc3nn4c(=O)c(C(C)(C)C)nnc4s3)c2C)cc1	-1.9	39.4	2.2	4.1	-0.6	-11.2	-44.1	1.4	3.5
Cc1ccc(S(=O)(=O)Nc2cc(=O)[nH]c(SCc3ccc(Cl)cc3)n2)cc1	0.1	85.5*	7.0	11.6	-17.4	2.8	-19.7	0.7	-3.7
CC(C)c1cccc(OCCCCN(C)C)c1	0.9	2.0	11.6	8.4	-11.5	-15.1	-0.5	0.0	13.8
O=C(O)C1C2C=CC3(CN(Cc4ccncc4)C(=O)C13)O2 (stereo not given)	2.4	-6.1	9.1	-2.1	-13.8	-2.8	-14.3	0.7	7.8
O=C(Oc1cccnc1)c1cc(S(=O)(=O)N2CCCCC2)ccc1Cl	1.9	26.1	7.2	3.0	-15.8	-2.6	-8.1	1.0	-5.9
COc1ccc(-c2nc(NC(=O)CSc3nnc4ccccn34)ns2)cc1	0.1	34.5	-1.2	-1.7	-27.7	1.1	-17.1	-2.7	2.6

Additional compounds
SMILES	Ba/F3 V617F tox	CHOP inhibitor	BaF3 tox	NPY Y1 blocker	S1P4 antagonist	NPY-Y2 PAM-ag	p47phox inh	S1P4 ag	NPY1 pot ag
CCN(CC)c1ccc2cc(C(=O)NNC(=O)c3ccc(S(=O)(=O)N4CCCCC4)cc3)c(=O)oc2c1	-1.7	61.1	0.7	1.3	-6.2	0.1	-14.3	0.1	11.4
COc1ccc(CC(=O)N[C@@H](CCSC)c2nc3ccccc3[nH]2)cc1	-0.4	5.0	8.8	-1.0	-6.8	2.1	-19.9	0.4	9.2
CCn1cc(C(=O)OCC(=O)N(C)C2CCS(=O)(=O)C2)c(=O)c2ccc(C)nc21 (stereo not given)	-0.3	-30.1	3.4	6.0	-3.5	14.6	-8.8	-0.4	-0.7
O=C(NC1CCCCCC1)c1c(O)c2ccccc2[nH]c1=O	-3.4	63.3	0.7	2.2	-4.5	-5.5	-1.4	2.7	-6.1
COc1ccc(-c2nn3c(-c4cccc(C)c4)nnc3s2)cc1OC	-2.8	nt	1.8	-0.8	10.3	0.7	nt	-0.5	7.8
CCc1ccc2[nH]c(=O)c(C(c3nnnn3CCOC)N3CCN(c4ccccc4F)CC3)cc2c1 (stereo not given)	-2.3	11.1	0.3	-1.6	1.1	0.0	-8.9	2.2	-3.7
CCCn1c(SCC(=O)Nc2ccccc2C(=O)OC)nc2c1c(=O)n(C)c(=O)n2C	0.4	1.6	-7.2	-1.8	6.5	0.1	-6.8	-0.8	3.3
COc1ccc(C2CC3(CC(C)(C)NC(=S)N3)Oc3cc(O)cc(C)c32)cc1OC (stereo not given)	-1.8	9.9	-0.9	-4.8	-1.2	-15.4	-8.6	0.7	7.6

Ordered by SMILES length (smallest number first): some entries from above.
SMILES	Ba/F3 V617F tox	CHOP inhibitor	BaF3 tox	NPY Y1 blocker	S1P4 antagonist	NPY-Y2 PAM-ag	p47phox inh	S1P4 ag	NPY1 pot ag
Nc1ccc(C(=O)Nc2nccs2)cc1	4.8	4.5	8.6	3.2	-16.9	-8.6	1.1	-0.1	-6.7
O=C(Nc1ccon1)c1cccc(S(=O)(=O)N2CCCC2)c1	0.1	37.3	6.0	-4.9	-26.2	3.1	-17.1	1.5	7.8
COc1ccc(-c2nc(NC(=O)CSc3nnc4ccccn34)ns2)cc1	0.1	34.5	-1.2	-1.7	-27.7	1.1	-17.1	-2.7	2.6
